# GAA glycogen mod: qHTS Assay for Inhibitors and Activators of Human alpha-Glucosidase Cleavage of Glycogen; Lysosomal alpha-glucosidase (Homo sapiens), P10253; recombinant GAA, glycogen substrate, Amplex Red glucose oxidase fluorescence; Potency, µM (highest dose often 76.4 µM), for the others: top-dose activity change, negative = inhibition, actives largely listed as inhibitors; 0.38% of 300,000 active; AID 2100, 2009; active = well fitted inhibition curve with a large enough effect; inconclusive = small, poorly fitted or top-dose-only effect, or another doubt; inactive = no such curve, though single readings can be large or run the other way;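 also: 0% = full enzyme reaction and -100% = no-enzyme basal signal; the screen sought inhibitors and activators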
#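 Recombinant human enzyme (4 nM); glycogen substrate; 37 C, 40 min, pH 5.0. Readout: coupled glucose oxidase/Amplex Red fluorescence.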
# * = called active by the depositor; ? = inconclusive; [ ] = dose if it differs, or a comment. Potency is read from the fitted curve at half-maximal effect.
GAA glycogen mod,canonical_smiles
1.4%,COc1cc(C2=NOC(C(=O)Nc3ccc4c(c3)OCO4)C2)cc(OC)c1OC (centres undefined)
-2.4%[76.3 µM],O=C(O)CCn1c(SCCOc2ccccc2)nc2ccccc21
0.5%,Cc1nc(-c2ccc(NC(=O)c3ccco3)cc2)cs1
-3.6%[76.3 µM],Cc1c(C)c2c(OCC(=O)N3CCC(C(=O)NCC(C)C)CC3)cc3c(c2oc1=O)CCC(C)(C)O3
-0.1%,COc1ccc(CCC(=O)NC2CCCc3ccccc32)cc1OC (centres undefined)
-4.0%,CCCCCC(O)(c1ccccc1)C(CN1CCOCC1)c1ccccc1 (centres undefined)
3.4%[76.3 µM],Cc1ccc(N(CC(=O)NC(C)C)C(=O)CCC(=O)Nc2ccccn2)cc1
16.0%,COc1ccccc1N(CC(=O)NCc1ccc2c(c1)OCO2)C(=O)CCC(=O)Nc1nccs1

# 7 entries drawn at random from the list so far:
GAA glycogen mod,canonical_smiles
0.5%,Cc1nc(-c2ccc(NC(=O)c3ccco3)cc2)cs1
-2.4%[76.3 µM],O=C(O)CCn1c(SCCOc2ccccc2)nc2ccccc21
16.0%,COc1ccccc1N(CC(=O)NCc1ccc2c(c1)OCO2)C(=O)CCC(=O)Nc1nccs1
-4.0%,CCCCCC(O)(c1ccccc1)C(CN1CCOCC1)c1ccccc1 (centres undefined)
-0.1%,COc1ccc(CCC(=O)NC2CCCc3ccccc32)cc1OC (centres undefined)
3.4%[76.3 µM],Cc1ccc(N(CC(=O)NC(C)C)C(=O)CCC(=O)Nc2ccccn2)cc1
-3.6%[76.3 µM],Cc1c(C)c2c(OCC(=O)N3CCC(C(=O)NCC(C)C)CC3)cc3c(c2oc1=O)CCC(C)(C)O3

# (listing goes on)
GAA glycogen mod,canonical_smiles
2.5%[76.3 µM],COc1ccc(NC(=O)Oc2ccccc2)cc1Cl
-0.9%,COc1cc(C2c3[nH]c4ccccc4c3C[C@H]3C(=O)N(C4CC4)CC(=O)N23)ccc1OC(C)C (some centres undefined)
1.6%,COc1ccc(/C=C2\SC(=S)N(CCC(=O)Nc3cccc(O)c3)C2=O)cc1OC
1.6%,COCCNC(=O)COc1ccc(N(C)S(=O)(=O)c2ccc3ccccc3c2)cc1
12.6%[76.3 µM],COc1ccc(CCNC(=O)c2c(Cl)ccc(Cl)c2OC)cc1OC
3.9%[76.3 µM],COC(=O)C1=Cc2cc(OC)cc([N+](=O)[O-])c2OC1N1CCOCC1 (centres undefined)
-1.1%,O=C(O)CN1C(=O)/C(=C\c2cccc(OCc3ccc(F)cc3)c2)SC1=S
-0.9%,Cc1coc2c(C)c3oc(=O)c(CC(=O)N[C@@H](CC(C)C)C(=O)O)c(C)c3cc12
-6.0%[76.3 µM],CS(=O)(=O)c1ccc(C(=O)Nc2cccc(-c3nc4ccccc4[nH]3)c2)cc1
-13.6%,CC1(C)C2CCC1(CS(=O)(=O)NCCc1c[nH]c3ccccc13)C(=O)C2 (centres undefined)
-0.6%[76.3 µM],CCOc1ccc(C2NC(=O)c3ccccc3O2)cc1OCC (centres undefined)
-7.0%[76.3 µM],CC(C)(C)OC(=O)N1CCC(c2c(C(=O)N3CCN(C4CCCCC4)CC3)cnn2-c2ccccc2)CC1
-1.1%,COc1cccc(NC(=O)NCC2CCN(Cc3ccc(F)cc3)CC2)c1
-5.7%[76.3 µM],Cc1ccc2c(=O)cc(C(=O)NC3CCS(=O)(=O)C3)oc2c1 (centres undefined)
-0.2%[76.3 µM],COc1ccc(OC)c(CCNC(=O)Cn2nc(C)c3c(C)n(-c4ccc(C)cc4)nc3c2=O)c1
14.5%[76.3 µM],Cc1ccc(F)c(N=Cc2c(O)c3ccccc3oc2=O)c1
-0.4%,COc1ccc(C)cc1S(=O)(=O)N1CCN(C(=O)c2ncoc2-c2cccc(F)c2)CC1
1.7%[76.3 µM],CN(C)S(=O)(=O)c1ccc(NC(=O)CN2CCCCCC2)cc1
1.3%,CCCc1cc(=O)n2[nH]c(SCc3ccc(Cl)cc3)nc2n1
-10.2%[76.3 µM],COc1ccccc1CNC(=O)C(C)n1nc(C)n2c(cc3occc32)c1=O (centres undefined)
6.5%[76.3 µM],CCCCN(Cc1cc2cc(OC)ccc2[nH]c1=O)S(=O)(=O)c1ccc(C)cc1
9.6%[76.3 µM],CCCCCOc1ccc(C(O)C(CN2CCOCC2)c2ccccc2)cc1 (centres undefined)
-8.3%[76.3 µM],Cc1ncoc1C(=O)NC1CC(C)(C)Cc2c1cnn2-c1ccc(F)cc1 (centres undefined)
-10.4%[76.3 µM],COc1ccc(N(CC(=O)Nc2ccccc2OC)S(=O)(=O)c2ccc(NC(C)=O)cc2)cc1
1.2%,COc1ncnc(OC)c1S(=O)(=O)Nc1ccc(C(F)(F)F)cc1
4.6%[76.3 µM],CCOCCCNC(=S)N(CCN(C)C)Cc1cc2cc3c(cc2[nH]c1=O)OCCO3
2.7%[76.3 µM],CCC(=O)c1cn(CC(=O)Nc2ccc(OC)cc2)c2ccccc12
-8.0%[76.3 µM],O=C(c1cccc(Cl)c1)N1CCC(C(=O)N2CCN(Cc3ccccc3)CC2)CC1
6.8%,COc1ccc(CNC(=O)CN(C(=O)c2csnn2)c2cccc3c2CCCC3)cc1
-11.4%[76.3 µM],Nc1ccc(C(=O)Nc2cccc(NC(=O)c3ccc(N)cc3)c2)cc1
-8.6%,COc1ccc(CN2CC(=O)N(c3ccccc3OC)C2=S)cc1OC
-2.1%[76.3 µM],Cc1ccccc1C(=O)N1CCC(C(=O)N(C)CCOc2ccccc2)CC1
15.0%[76.3 µM],Cc1ccccc1CNC(=O)c1ccccc1N(C)S(=O)(=O)c1ccccc1
2.3%[76.3 µM],CCOc1cc(/C=C(\C#N)C(=O)Nc2ccc(S(N)(=O)=O)cc2)ccc1OCCN1CCOCC1
-4.9%[76.3 µM],Cc1ccc(C(=O)NN2CCOCC2)cc1[N+](=O)[O-]
1.1%[76.3 µM],Cc1ccc(S(=O)(=O)NCCc2cn3nc(C)c(C)nc3n2)cc1C
-3.7%,CCn1c(CNC(=O)c2ccccc2Br)nnc1SCC(=O)NC1=NCCS1
-4.6%[76.3 µM],CCn1c(SCC(=O)NCc2ccc3c(c2)OCO3)nc2c(c1=O)SCC2
-0.4%,O=C(O)c1ccc2c(=O)n(Cc3ccccc3)c(SCc3ccc([N+](=O)[O-])cc3)nc2c1
-6.8%[76.3 µM],CCOC(=O)c1[nH]c(=O)[nH]c1CNc1ccccc1C#N
6.0%[76.3 µM],NS(=O)(=O)c1ccc(NC(=O)C2Cc3ccccc3CN2C(=O)c2ccco2)cc1 (centres undefined)
10.0%,CC(C)(C#N)NC(=O)C1CCCN1S(=O)(=O)c1ccc2ccccc2c1 (centres undefined)
-0.6%[76.3 µM],COc1ccc(NC(=O)NNC(=O)c2ccc3ccccc3c2)cc1OC
-16.8%[76.3 µM],COc1ccc(/C(O)=C2/C(=O)C(=O)N(CCCN3CCOCC3)C2c2ccc(N(C)C)cc2)cc1 (centres undefined)
7.2%[76.3 µM],Cc1ccccc1OCc1nnc(SCC(=O)O)n1-c1cccc(Cl)c1
-13.6%,CCOc1ccccc1Oc1cn[nH]c1-c1ccc(O)cc1O
-0.5%,N#Cc1ccccc1CN1C(=O)NC2(CCCCCC2)C1=O
1.3%,COc1ccc(-n2nc(C(=O)NCC(=O)Nc3ccc(F)cc3)c3ccccc3c2=O)cc1
5.3%,O=C(O)c1cccc2c1C(=O)N(c1ccccc1)C2
4.1%,C=CC[n+]1cccc(-c2cc3ccc(C)cc3[nH]2)c1
-10.3%,COc1ccc(NC(=O)c2cc3c(CO)cnc(C)c3oc2=Nc2cccc(C)c2)c(OC)c1
1.7%[76.3 µM],COCC1CCN(C(=O)C2CCC(=O)N(Cc3cccc(F)c3)C2)CC1 (centres undefined)
-1.2%[76.3 µM],CN(NS(=O)(=O)c1cccs1)c1ncc(C(F)(F)F)cc1Cl
-8.6%,C=CCNC(=O)N1c2ccccc2Sc2ccccc21
-11.5%[76.3 µM],O=C(Nc1ncccn1)c1cccc(F)c1
4.8%,C=CCOn1c(=O)c(-c2ccc(Cl)cc2)[n+]([O-])c2ccccc21

# The results go on:
GAA glycogen mod,canonical_smiles
0.3%,CC(C)(C)OC(=O)NN1CC(=O)N2Cc3ccccc3C[C@@H]2C1=O
7.4%[76.3 µM],COc1ccc(C=O)cc1CN1C(=O)c2ccccc2C1=O
-6.2%,Cc1ccccc1N(C(=O)c1ccccn1)C(C(=O)NCc1ccccc1)c1ccncc1 (centres undefined)
-18.8%[76.3 µM],COc1cc(OC)c(NC(=O)CN(C)S(=O)(=O)c2ccc(-c3ccc(=O)[nH]n3)s2)cc1Cl
4.5%,Cc1c(C(=O)NC(C)C2CC3CCC2C3)cccc1[N+](=O)[O-] (centres undefined)
-4.9%[76.3 µM],O=C(COc1ccc(Br)cc1Cl)NCCCN1CCOCC1
-1.9%,CC1CCCCN1C(=O)C1CCN(S(=O)(=O)c2ccc(-n3cnnn3)cc2)CC1 (centres undefined)
-6.5%,O=C(CCS(=O)(=O)c1ccc(Cl)cc1)Nc1ccc(F)cc1
1.6%[76.3 µM],CCN(CC)c1nc2c(c(=O)[nH]c(=O)n2C)n1CCOc1ccccc1
2.6%[76.3 µM],COc1cccc(NC(=O)COc2ccc(C(=S)N3CCN(C)CC3)cc2OC)c1
-1.5%,COCCN(C(=O)CCC(=O)Nc1cc(C)on1)C(C(=O)NC1CCCC1)c1ccc(C)cc1 (centres undefined)
5.4%,COCCNc1ncnc2c1nc1n2CCCC1
-8.7%,CCc1nc(NC(=O)Cc2csc(C)n2)sc1C(=O)OC
0.2%,N#Cc1ccc(COc2cccc3cccnc23)cc1
-6.4%[76.3 µM],CC(=O)c1ccccc1OC(=O)COc1ccc([N+](=O)[O-])cc1
3.4%[76.3 µM],CC(=O)Nc1ccc(NC(=O)COc2ccc(S(=O)(=O)N3CCCC3)cc2C)cc1

# Among those listed so far, these have a CF3 group:
GAA glycogen mod,canonical_smiles
1.2%,COc1ncnc(OC)c1S(=O)(=O)Nc1ccc(C(F)(F)F)cc1
-1.2%[76.3 µM],CN(NS(=O)(=O)c1cccs1)c1ncc(C(F)(F)F)cc1Cl

# Carrying on.
GAA glycogen mod,canonical_smiles
8.7%[76.3 µM],Cc1ccc(-n2ncc3c(=O)n(CC(=O)N(C)C)cnc32)cc1
2.9%[76.3 µM],Cc1ccc(CCNS(=O)(=O)c2ccc3c(c2)C(C)(C)C(=O)N3C)cc1
-3.2%,O=C(Nc1ccsc1C(=O)O)c1cccc(C(F)(F)F)c1
?,COC(=O)c1ccccc1S(=O)(=O)NNC(=O)Nc1ccccc1
2.5%[76.3 µM],Cc1ccc(C(=O)OCN2C(=O)c3ccccc3C2=O)c(O)c1
-0.3%,COc1cccc(NC(=O)C2C3C=CC4(O3)C2C(=O)N(CCCN2CCCC(C)C2)C4C(=O)NC2CCCCC2C)c1 (centres undefined)
2.1%[76.3 µM],CCc1ccc(NC(=O)Nc2cnccn2)cc1
-6.4%[76.3 µM],COc1ccc(OC)c(NC(=O)CCn2c(=S)[nH]c3ccccc3c2=O)c1
5.7%,COc1ccc(N(C(=O)c2snc(C(N)=O)c2N)C(C(=O)NC2CCCC2)c2cc(OC)ccc2OC)c(OC)c1 (centres undefined)
4.5%[76.3 µM],CCOC(=O)c1c(C)[nH]c(C)c1S(=O)(=O)N1CCOCC1
-11.2%[76.3 µM],CCOc1cc(C(=S)N2CCOCC2)ccc1OC(=O)c1ccccc1
0.6%[76.3 µM],O=C(CNC(=O)c1ccc(Br)o1)NCCc1ccc(F)cc1
-12.8%[76.3 µM],Cn1c(SCC(=O)NC2CC2)nnc1-c1cccs1
-5.0%[76.3 µM],C[N+]1(CC(O)c2ccccc2)CCCCCC1 (centres undefined)
6.3%[76.3 µM],NC(=O)COC(=O)c1ccc2c(c1)C(=O)N(Cc1ccco1)C2=O
6.7%,CC1CCCC(C)N1CC(O)COCc1ccccc1 (centres undefined)
7.7%[76.3 µM],CCOc1ccc(NC(=S)NC23CC4CC(CC(C4)C2)C3)cc1
4.5%[76.3 µM],O=C(Nc1cc([N+](=O)[O-])ccc1O)c1ccc2c(c1)C(=O)N(Cc1ccco1)C2=O
-3.7%[76.3 µM],CCn1c(SCC(=O)Nc2ccc(OC)c(OC)c2)nnc1-c1cnccn1
3.8%[76.3 µM],Cc1cc(C)cc(N2CC(C(=O)NC3CCCCC3)CC2=O)c1 (centres undefined)
-13.3%[76.3 µM],N#Cc1c(NC(=O)c2ccco2)sc2c1CCC2
?,COc1ccc2[nH]c(C(=O)O)c(NS(=O)(=O)c3ccc(C)cc3C)c2c1
-2.6%[76.3 µM],Cc1ccccc1OCCC(=O)OCC(=O)N(C)c1c(N)n(Cc2ccccc2)c(=O)[nH]c1=O
-3.0%[76.3 µM],COc1ccc(CC(=O)Nc2ccccc2C(=O)N2CCCC2)cc1
0.1%[76.3 µM],Cc1nc(C(=O)N2CCCC(C(=O)c3cccc(OC(C)C)c3)C2)cs1 (centres undefined)
2.7%[76.3 µM],N#Cc1nc(-c2ccc(F)cc2)oc1N1CCN(C(=O)c2ccco2)CC1
0.8%,COc1ccc(NC(=O)CS(=O)(=O)c2ccc(F)cc2)cc1
12.5%[76.3 µM],O=Cc1ccccc1OCCCOc1cccc2cccnc12
-2.1%,CCN(CC)CCNC(=O)c1cc2c(s1)-c1ccccc1SC2
-14.1%[76.3 µM],Cc1noc(NS(=O)(=O)c2ccc(NC(=O)c3nn(-c4ccccc4)ccc3=O)cc2)c1C
10.1%[76.3 µM],CCOC(=O)c1ccc(C(=O)NNC(=O)C2C3C=CC(C3)C2C(=O)O)cc1 (centres undefined)
8.4%,CC(C)(C)CC(=O)N[C@@H](Cc1ccccc1)c1nc2ccccc2[nH]1
-1.8%[76.3 µM],COc1ccc(NCc2ccsc2)cc1
-2.5%[76.3 µM],CC(=O)N1c2ccc(S(=O)(=O)NCCC(=O)Nc3ccc(C)cn3)cc2CC1C (centres undefined)

# Screening results deposited in PubChem BioAssay by National Center for Advancing Translational Sciences (NCATS).

# The list is partial; rates above refer to the full screens.
